Source: PubChem BioAssay (National Center for Advancing Translational Sciences (NCATS))
AmpC inh detg: blocks E. coli AmpC beta-lactamase in detergent assay; AmpC hydrolysis of nitrocefin, absorbance 480 nm, 0.01% Triton; 370,000 compounds, 0.041% hits; Potency, µM (titrated, usually from 114 µM), for inactives: top-dose activity change, negative = inhibition, most hits filed as inhibitors; P00811;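 note: potency is the fitted concentration of half-maximal effect; 0% = no-compound wells and -100% = no-enzyme wells; nearly all actives have a fitted effect of over 25% in size; some results filed as inactive show a strong effect at the top dose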
Target sequence (P00811 whole entry, looked up): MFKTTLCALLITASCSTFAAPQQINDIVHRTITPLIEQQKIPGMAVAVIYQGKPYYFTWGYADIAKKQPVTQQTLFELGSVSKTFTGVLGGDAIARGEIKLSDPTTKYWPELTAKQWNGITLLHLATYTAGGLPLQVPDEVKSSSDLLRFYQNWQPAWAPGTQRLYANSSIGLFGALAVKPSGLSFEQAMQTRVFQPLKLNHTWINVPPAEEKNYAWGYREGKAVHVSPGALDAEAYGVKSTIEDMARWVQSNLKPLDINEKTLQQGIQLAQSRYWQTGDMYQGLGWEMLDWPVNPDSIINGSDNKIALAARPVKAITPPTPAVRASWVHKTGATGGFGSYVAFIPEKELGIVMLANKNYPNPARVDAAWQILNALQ
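AmpC (5.3 nM in the dispensed reagent) in 20 mM phosphate pH 7.0 with 0.01% (detergent screen) or 0.0001% Triton X-100 was preincubated with compounds for 15 min at room temperature. Nitrocefin was then added from an 800 uM solution, and hydrolysis was followed at 480 nm.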
AmpC inh no detg: inhibitors of E. coli AmpC beta-lactamase without detergent | AID 485341 | AmpC nitrocefin hydrolysis, absorbance 480 nm, 0.0001% Triton | 330,000 compounds, 0.52% hits | P00811 | Potency, µM (highest dose often 57.1 µM), inactives show top-dose activity change, negative = inhibition, hits mostly inhibitors;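 note: potency is the fitted concentration of half-maximal effect; plate controls were no compound for no effect and no enzyme for full effect; nearly all actives have a fitted effect of over 20% in size; some results filed as inactive show a strong effect at the top dose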
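AmpC (5.3 nM in the dispensed reagent) in 20 mM phosphate pH 7.0 with 0.01% (detergent screen) or 0.0001% Triton X-100 was preincubated with compounds for 15 min at room temperature. Nitrocefin was then added from an 800 uM solution, and hydrolysis was followed at 480 nm.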
HCMV antiviral: inhibitors of human cytomegalovirus; activity change, negative = inhibition, % at 57.5 µM; HFF cells, HCMV-luciferase reporter, 72 h; active compounds read low; 410,000 compounds, 4.5% hits; in the data active = activity change below about -60%; inconclusive = no clear call, values can overlap the other calls; inactive = above about -39%
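Steps: HFFs plated, 16 h 37C; compounds added; HCMV-luciferase added to MOI 1 PFU/cell; 72 h 37C; OneGlo reagent, 5 min room temperature; luminescence read, normalized to controls.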
LmPK inhibitor: blocks Leishmania mexicana pyruvate kinase activity; Q27686; 290,000 compounds, 0.37% hits; Potency, µM (top dose mostly 57.5 µM), inactives show at the top dose activity change, negative = inhibition, hits mostly inhibitors; purified LmPK, Kinase-Glo ATP luminescence, 1 h; note: potency is the fitted concentration of half-maximal effect
Target sequence (Q27686 whole entry, looked up): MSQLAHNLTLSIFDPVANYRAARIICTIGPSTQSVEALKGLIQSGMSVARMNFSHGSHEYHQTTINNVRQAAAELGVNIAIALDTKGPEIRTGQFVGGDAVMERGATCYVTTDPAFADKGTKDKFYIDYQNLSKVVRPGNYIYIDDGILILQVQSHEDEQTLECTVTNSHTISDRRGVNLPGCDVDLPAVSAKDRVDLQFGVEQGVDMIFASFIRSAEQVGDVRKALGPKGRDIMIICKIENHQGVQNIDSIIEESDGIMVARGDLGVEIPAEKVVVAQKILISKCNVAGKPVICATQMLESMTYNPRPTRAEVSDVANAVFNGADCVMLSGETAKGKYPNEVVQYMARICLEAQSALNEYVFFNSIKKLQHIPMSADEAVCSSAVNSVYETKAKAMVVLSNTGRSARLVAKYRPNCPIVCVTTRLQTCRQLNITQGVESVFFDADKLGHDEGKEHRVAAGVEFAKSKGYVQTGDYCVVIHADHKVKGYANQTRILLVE
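0.1 nM LmPK, 0.5 mM PEP, 0.1 mM ADP; 50 mM imidazole pH 7.2, 7 mM MgCl2, 50 mM KCl; 1 h RT. Kinase-Glo luminescence readout, normalized to no-enzyme (full inhibition) and uninhibited wells.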
HCV inh: blocks hepatitis C virus; 340,000 compounds, 3.4% hits; Huh7.5.1 HCVcc-Cre infection, luciferase reporter, 44 h; Potency, µM (highest dose often 41.8 µM), for inactives: top-dose activity change, negative = inhibition, actives largely listed as inhibitors; note: potency is the fitted concentration of half-maximal effect
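Whole-lifecycle infectious HCVcc-Cre system; cells 1,000/well, compound then virus (~0.5 moi) added 4 h after plating, 44 h culture. Luciferase read 15 sec following 15 min substrate incubation, room temp.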
AMA1 RON2 block: disrupts binding of P. falciparum AMA1 to RON2. AlphaScreen AMA1-biotinylated RON2 peptide binding. Potency, µM (titrated, usually from 58.2 µM), for inactives: at the highest dose activity change, negative = inhibition, hits mostly inhibitors. 360,000 compounds, 0.2% hits. AID 720542;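 note: potency is the fitted concentration of half-maximal effect; 0% = vehicle wells and -100% = peptide control; nearly all actives have a fitted effect of over 45% in size; some results filed as inactive show a strong effect at the top dose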
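AMA1 (3D7) with his tag at 25 nM final met compounds first, then biotinylated RON2 peptide at 25 nM; detection used donor plus acceptor beads, 10 µg/mL apiece, read by AlphaScreen after 30 min at room temperature.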
Tb PYK inh: inhibitors of Trypanosoma brucei pyruvate kinase | Q57TT1 | TbPYK enzyme, Kinase-Glo Plus ATP luminescence, 45 min | Potency, µM (top dose mostly 76.8 µM), for inactives: top-dose activity, negative = inhibition, actives largely listed as inhibitors | 410,000 compounds, 0.12% hits | AID 624173; note: potency is the fitted concentration of half-maximal effect; nearly all actives have a fitted effect of over 50% in size
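Readout: single end-point luminescence (Kinase-Glo Plus, 10 min). Reaction conditions were TbPYK/substrate plus 130 uM ADP, 45 min at RT, pH 7.2 TEA buffer. No-enzyme wells served as controls, and data were normalized before concentration-response fitting.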
An asterisk follows results filed as active; ? = inconclusive; . = not tested or not shown; [ ] = dose if it differs, or a comment. Unless noted, calls come from the whole dose curve; as a rule, active = well fitted curve in the direction sought with a large enough effect; inconclusive = small, poorly fitted or top-dose-only effect, or another doubt; inactive = no such curve, though single readings can be large; an effect the other way counts as inactive or inconclusive. Unless noted, % is set by controls: 0 for no effect and ±100 for the full control effect.

Start of the listing, in advance:
Screens in order – AmpC inh detg	AmpC inh no detg	HCMV antiviral	LmPK inhibitor	HCV inh	AMA1 RON2 block	Tb PYK inh
> COc1cc(C(=O)N(C(C)C)C2CCCCC2)cc(OC)c1OC
→ .	.	-8	.	.	-5%	-8%
> CCCCNC(=S)NCCN1CCN(C(=S)NCCCC)CC1
→ ?	-5%[11.4 µM]	-6	0%	0%	-15%	0%

Main list, previewed entries included:
Screens in order – AmpC inh detg	AmpC inh no detg	HCMV antiviral	LmPK inhibitor	HCV inh	AMA1 RON2 block	Tb PYK inh
> COc1cc(C(=O)N(C(C)C)C2CCCCC2)cc(OC)c1OC
→ .	.	-8	.	.	-5%	-8%
> CCCCNC(=S)NCCN1CCN(C(=S)NCCCC)CC1
→ ?	-5%[11.4 µM]	-6	0%	0%	-15%	0%
> O=C(CSc1nc2c(c(C(F)(F)F)n1)CCc1ccccc1-2)NCc1ccc(F)cc1
→ ?	-19%	-10	1%	-7%	0%	4%
> CC(C)(C)c1ccc(S(=O)(=O)NCc2ccc(C(=O)N3CCCC3)cc2)cc1
→ -7%	2%	50	11%	-10%	4%	-8%
> Cc1ccc(S(=O)(=O)N2CCC(C(=O)Nc3nnc(COc4ccccc4)s3)CC2)cc1
→ -3%	-22%	27	7%	-5%	6%	8%
> O=C(c1ccc(OC2CCN(Cc3ccc(C(F)(F)F)cc3)CC2)cc1)N1CCCCC1
→ -10%	142%[activator]	-11	3%	0%	1%	1%
> COc1ccc(NC(=O)C2CCCN(S(=O)(=O)c3ccc(Cl)cc3)C2)cc1OC (stereo not drawn)
→ -1%	24%	-29	-9%	-14%	3%	-3%
> O=C(Cn1c(SCc2ccccc2F)nc2ccncc21)Nc1ccccc1C(F)(F)F
→ 14%	.	28	.	.	.	-1%
> Cc1c(OC(C)C(=O)NCCN2CCOCC2)ccc2c(-c3ccccc3)cc(=O)oc12 (stereo not drawn)
→ -7%	122%[activator]	-35	4%	?	-6%	-10%
> CCOC(=O)CSc1nnc(-c2c[nH]c3ccccc23)n1CC
→ -1%	-7%	-11	6%	16%	1%	-2%
> O=C(C1CC1)N1CCN(c2ccnc3cc(Cl)ccc23)CC1
→ ?	-2%	?	2%	6%	-3%	2%
> COc1cc(/C=C/C(=O)Nc2ccc(OC)c(S(=O)(=O)N3CCOCC3)c2)ccc1OCC#N
→ .	-10%	-15	.	7.1µM*	14%	2%
> Cc1cc(C(=O)COC(=O)c2ccc(O)cc2)c(C)n1CCc1ccc(F)cc1
→ -14%	-40%	-5	1%	-11%	-3%	6%
> CCOc1cc(/C=N\NC(=O)c2ccc(NC(=O)CC)cc2)ccc1OC(=O)c1ccccc1
→ -1%	-15%	?	4%	11%	26%	9%
> Cc1cc2nc(NC(=O)C3(C)CCCN(C(C)C)C3)[nH]c2cc1C (stereo not drawn)
→ .	.	-12	.	.	63%[activator]	-4%
> C/C=C(\C)C(=O)NNC(=O)c1sc(-c2ccccc2)nc1C
→ -4%	-15%	32	-4%	6%	4%	-7%
> COc1ccc(C2Nc3ccccc3NC3=C2C(=O)CC(C)(C)C3)cc1O (stereo not drawn)
→ -10%	-5%	21	1%	6%	-18%	?
> O=c1[nH]c2ccc(S(=O)(=O)N3CCCCC3)cc2s1
→ -13%	-19%	-26	0%	30%[activator]	-2%	0%
> NS(=O)(=O)c1ccc(CCNC(=O)C(=O)NCC2OCCN2S(=O)(=O)c2ccc(F)cc2)cc1 (stereo not drawn)
→ 3%	-19%	-2	4%	13%	-6%	2%
> CN1CCc2nc3sc(C(=O)Nc4ccccc4C(F)(F)F)c(N)c3cc2C1
→ 1%	.	-31	.	.	.	-8%
> CC1(C)OC1(C#N)c1ccccc1 (stereo not drawn)
→ .	.	-11	.	3%	6%	2%
> CN(C)c1ccc(CNC(=O)C2CCN(S(=O)(=O)c3ccc4c(c3)CCCC(=O)N4)CC2)cc1
→ 2%	12%	0	-1%	-3%	-23%	-3%
> CC(Sc1nnc(-c2ccco2)n1N)C(=O)NCC1CCCO1 (stereo not drawn)
→ -5%	-18%	0	.	-12%	12%	-5%
> O=S(=O)([O-])CCC[n+]1c(/C=C\Nc2ccccc2)oc2ccc(-c3ccccc3)cc21
→ -3%	94%[activator]	.	-5%	.	.	.
> CCCCCOC(=O)CSc1nc2c(c(=O)[nH]c(=O)n2C)n1Cc1ccc(Cl)cc1
→ 5%	-18%	9	-1%	2.8µM*	-5%	-2%
> CCOc1ccc(CC(=O)Nc2c(C(=O)c3ccc(C)cc3)oc3ccccc23)cc1OCC
→ 3%	.	-63*	.	.	.	2%
> CC(NC(=O)/C(C#N)=C/c1ccc(C(=O)O)cc1)c1ccccc1 (stereo not drawn)
→ -13%	11%	3	-5%	6%	-18%	13%
> COc1ccc(C(=O)Oc2cccc(/C=N/NC(N)=S)c2)cc1
→ 2%	-29%	-34	-2%	-24%	62%[activator]	-5%
> Cc1ccc(-n2c(C)csc2=N)cc1
→ -6%	-45%	35	-4%	-15%	53%[activator]	-12%
> C[C@@H]1COC(=O)[C@H](CC(=O)OC(C)(C)C)C/C=C\C[C@H](CC(=O)NCCO)C(=O)N1
→ .	-14%	-36	.	17%	0%	2%
> COC(=O)C1(C)CCCC2(C)C1CCC13OCC(CC21)C(O)(C(C)C)C3O (stereo not drawn)
→ .	.	-3	.	.	-1%	-11%
> Cc1oc(-c2cccc(Cl)c2)nc1CS(=O)(=O)CC(=O)NCCN1CCOCC1
→ -13%	52%	-14	-2%	0%	1%	-1%
> Cc1cc(CN2CCN(c3cccc(C)c3C)CC2)cs1
→ 15%	.	-69*	.	.	.	-7%
> Oc1ccc(N=Nc2nc(-c3ccccc3)c(-c3ccccc3)[nH]2)cc1
→ -2%	-39%	17	-2%	?	-33%	6%
> CN(C)c1ccc(C(=O)Nc2nc3c(s2)CCCC3)cc1
→ ?	-35%	-67*	-25%	11µM*	-12%	-12%
> COC(=O)CN1C(=O)S/C(=C/c2ccc(N3CCCCC3)o2)C1=O
→ -1%	79%[activator]	-104*	1%	?	45%[activator]	-27%
> COc1ccc(OC)c(NC2=C(c3ccccc3)C(=O)c3ccccc32)c1
→ 21%	.	-63*	.	.	.	-7%
> COc1ccc(C2CC(c3cccs3)=Nc3ccccc3S2)cc1 (stereo not drawn)
→ 0%	-6%	-37	2%	?	-27%	-2%
> COc1ccc2cc1Oc1ccc(cc1)CC1c3c(cc(OC)c4c3Oc3cc5c(cc3O4)CCNC5C2)CCN1C (stereo not drawn)
→ -3%	121%[activator]	.	2%	?	14µM*	0%
> CCN(C(=O)CSc1nnc(-c2ccc3c(c2)OCO3)o1)C1CCS(=O)(=O)C1 (stereo not drawn)
→ -12%	-11%	1	.	-3%	-3%[11.6 µM]	1%
> CCC(C)/C(C)=N/Nc1ccc(S(N)(=O)=O)cc1[N+](=O)[O-] (stereo not drawn)
→ -11%	-16%	?	1%	-30%	-12%	3%
> CCCSc1nc(-c2ccc(OC)cc2)cc(-c2ccccc2OC)c1C#N
→ 11%	.	30	.	.	.	-10%
> NC(=O)NOCc1ccccc1
→ 4%	-8%	56	0%	21%	3%	4%
> CCN(CC(=O)Nc1c(F)cccc1F)C(=O)C1CCN(C(=O)c2ccc(F)cc2)CC1
→ -9%	-9%	7	.	7%	3%	0%
> CCOc1ccc(NCc2nc3ccccc3n2CCOc2ccc(C)cc2)cc1
→ -2%	.	-25	.	.	.	0%
> Cc1cc(Cl)ccc1NC(=S)NC1CCCC1
→ -18%	-15%	-12	-3%	-27%	0%	0%
> CCN(Cc1ccncc1)Cc1ccc(OC)c(OC)c1
→ ?	-9%	-32	-1%	10%	?	-10%
> COC(=O)C1=C(c2ccc3ccccc3c2)C[C@@H]2CC[C@H]1N2C(=O)NC1CCCCC1
→ 7%	31%	.	.	?	-10%	-12%
> Cc1cccc(NC(=O)CCNS(=O)(=O)c2ccc(Cl)cc2)c1
→ 0%	-8%	-30	1%	13%	-3%	-4%
> Nc1ccn([C@@H]2O[C@H](C(=O)N[C@H](CO)c3ccccc3)[C@@H](O)[C@H]2O)c(=O)n1
→ .	.	3	.	.	21%	-9%

Continuation.
Screens in order – AmpC inh detg	AmpC inh no detg	HCMV antiviral	LmPK inhibitor	HCV inh	AMA1 RON2 block	Tb PYK inh
> CCc1sc(C(=O)N2CCN(C(=O)c3ccccc3)CC2)cc1C
→ .	3%	-22	.	-16%	-6%	4%
> Oc1ccc(CNc2ccccc2O)cc1
→ 1%	-47%	-32	-6%	-7%	-3%	?
> CCCC(=O)N(c1ccc2oc3c(c2c1)CCCC3)S(=O)(=O)c1ccc(CC)cc1
→ -4%	.	-6	.	.	.	-4%
> COc1ccc(N=C2SC(CC(=O)Nc3ccc(F)cc3)C(=O)N2Cc2ccco2)cc1 (stereo not drawn)
→ ?	-19%	-27	2%	-2%	12%	-6%
> CCC(=O)N(CCc1ccccc1C)Cc1cc2ccc(C)cc2[nH]c1=O
→ -9%	-7%	33	3%	?	12%	-2%
> CN1C(=O)c2cccc3c(S(=O)(=O)N(C)C)ccc1c23
→ -3%	-21%	83	-6%	-11%	5%	-9%
> O=C(NNC(=O)c1sc2ccccc2c1Cl)Nc1ccc(Cl)cc1
→ 2%	-20%	6	-4%	13%	0%	-10%
> Cc1cccc(NC(=O)c2sc(C)nc2C)c1
→ 0%	0%	101	-28%	4%	1%	-3%
> COc1ccc(CNC(=O)CSc2n[nH]c(N)n2)cc1
→ 3%	-1%	-28	-2%	26%	10%	1%
> CCN(CC)CCOC(=O)c1ccc(NC(=O)CSc2nnc(-c3cccs3)n2CC)cc1
→ .	.	-39	.	26%	3%[11.6 µM]	-14%
> Cc1ccc(Cl)cc1-c1cc(C(=O)NCc2cc(C(F)(F)F)cc(C(F)(F)F)c2)[nH]n1
→ .	.	-10	.	.	14%	-6%
> O=C(NC1CCN(Cc2ccccc2)CC1)C1CCN(S(=O)(=O)c2ccc(Cl)cc2)CC1
→ 1%	-4%	?	-6%	10µM*	6%	-9%
> Cc1nnc2n1N=CC=C(c1ccccc1)S2
→ 9%	-18%	-99*	0%	?	4%	.
> CC(C)C(NC(=O)c1cccnc1)C(=O)O (stereo not drawn)
→ 7%	-1%	3	2%	6%	-30%	1%
> COc1ccc(NC(=O)COC(=O)c2cc(OC)c(OC)c(OC)c2)c([N+](=O)[O-])c1
→ 4%	-13%	-29	-1%	-6%	-12%	4%
> CC1CCC2(CC1)NC(=O)N(NC(=O)CCc1c[nH]c3ccccc13)C2=O (stereo not drawn)
→ 0%	-28%	-17	.	-29%	-1%	-7%

The order is random. Share with any hit: about 7.5%.
